G6PDH CS – counter-screen for G6PDH assay hits: L. mesenteroides G6PDH inhibition. Purified L. mesenteroides G6PDH, diaphorase/resazurin coupled fluorescence, 45 min. inhibition, % at 5 µM. actives 0.12% (n = 200,000); in the data active means inhibition above about 50%
FLuc act counter – firefly luciferase counter-screen for stimulation assays. P08659. ATPlite luciferase biochemical, luminescence, 10 min; 0 = ATP-free wells, 1 = DMSO control. 200,000 tested, under 10 active. activation factor at 10 µM;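 active means luciferase activation factor, scaled between plate controls, of at least 2 with compound at 10 µM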
Target sequence (P08659 whole entry, looked up): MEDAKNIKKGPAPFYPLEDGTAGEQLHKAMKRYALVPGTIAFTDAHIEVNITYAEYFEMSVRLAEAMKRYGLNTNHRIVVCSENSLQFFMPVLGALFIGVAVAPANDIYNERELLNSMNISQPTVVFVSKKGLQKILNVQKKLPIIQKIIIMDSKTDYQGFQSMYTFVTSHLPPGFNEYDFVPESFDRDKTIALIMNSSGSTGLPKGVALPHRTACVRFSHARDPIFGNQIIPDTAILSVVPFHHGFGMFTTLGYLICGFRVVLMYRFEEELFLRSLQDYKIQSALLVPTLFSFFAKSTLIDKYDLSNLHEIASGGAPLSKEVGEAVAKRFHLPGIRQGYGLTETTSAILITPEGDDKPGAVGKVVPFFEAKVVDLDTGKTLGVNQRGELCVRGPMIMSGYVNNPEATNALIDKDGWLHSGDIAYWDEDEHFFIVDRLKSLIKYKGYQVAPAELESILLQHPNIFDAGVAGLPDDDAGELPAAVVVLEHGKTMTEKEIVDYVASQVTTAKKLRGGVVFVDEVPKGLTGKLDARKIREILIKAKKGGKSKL
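Material: Luciferase/luciferin reagent mix | Doses: Test compounds dosed from 2 mM stocks in 100% DMSO | Timing: 10 min incubation after luciferase reagent addition, room temperature | Measured by: Luminescence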
HMGR II inh – blocks class II HMG-CoA reductase of Enterococcus faecalis; purified E. faecalis HMGR, NADPH absorbance 340 nm kinetic; inhibition, % at 10 µM; actives 0.41% (n = 190,000); AID 1066;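 active means inhibition above a set limit, the median over all tested compounds plus 3 SD, cut at about 9.5% in these data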;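 further: enzyme runs in reverse so mevalonate oxidation gives rising NADPH absorbance; 0% = complete reaction with DMSO and 100% = background rate lacking mevalonate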
TNAP act hi DEA – activators of human TNAP at high phosphate acceptor concentration | P05186 | purified TNAP, CDP-star luminescence, 1 M DEA, 30 min; hits give high values; 0 = EDTA background, 1 = DMSO-only activity | activation factor at 20 µM | 200,000 tested, under 10 active | AID 1136;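 active means activation factor at least 2 at 20 µM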
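Test system – human TNAP · Doses – 20 µM single point · Incubation – 30 min, room temperature · Signal – luminescent substrate turnover signal · Read-out basis – activation factor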
TNAP inh hiacc – TNAP (human) inhibition, high acceptor | inhibition, % at 20 µM | actives 0.03% (n = 200,000) | P05186 | purified TNAP, CDP-star luminescence, 1 M DEA;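 active means over 50% inhibition of tissue-nonspecific alkaline phosphatase at 20 µM in the single-dose screen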;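 further: plate controls were DMSO wells for no effect and EDTA-quenched wells as full inhibition for full effect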
PMI act satM6P – activators of human phosphomannose isomerase at near-saturating mannose 6-phosphate; coupled PMI enzyme assay, resazurin fluorescence, 20 min; hits give high values; 1 = untreated enzyme, 0 = substrate-free blank; P34949; actives 0.34% (n = 190,000); activation factor at 20 µM;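 active means activation factor of 2 or more at 20 µM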
Target sequence (P34949 whole entry, looked up): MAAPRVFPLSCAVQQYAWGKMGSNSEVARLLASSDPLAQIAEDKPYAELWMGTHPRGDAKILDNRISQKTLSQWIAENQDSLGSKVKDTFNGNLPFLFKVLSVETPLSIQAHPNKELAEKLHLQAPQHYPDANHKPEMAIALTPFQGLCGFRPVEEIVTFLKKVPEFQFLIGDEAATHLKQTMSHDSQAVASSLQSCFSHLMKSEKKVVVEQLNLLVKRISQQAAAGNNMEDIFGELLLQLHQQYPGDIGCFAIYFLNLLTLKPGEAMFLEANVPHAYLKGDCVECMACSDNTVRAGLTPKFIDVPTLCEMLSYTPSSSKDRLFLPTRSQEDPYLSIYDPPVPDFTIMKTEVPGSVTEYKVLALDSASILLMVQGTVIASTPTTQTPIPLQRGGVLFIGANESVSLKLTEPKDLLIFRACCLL
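Test system: human phosphomannose isomerase with PGI, G6PDH, diaphorase coupling enzymes / Doses: 20 µM compound, 1% DMSO / Times: enzyme reaction with compound 20 min at room temperature / Measured by: Diaphorase-driven resazurin-to-resorufin fluorescence, excitation 544, emission 590 nm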
Diaphorase inh – counter-screen for diaphorase-based assays: diaphorase inhibitors and chemical oxidizers; diaphorase resazurin-to-resorufin fluorescence, NADH, 16 min; bacterial (C. kluyveri) enzyme, not human; inhibition, % at 20 µM; actives 0.69% (n = 190,000); AID 1217;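 active means primary screen inhibition at 20 µM above a set limit, cut at about 50% in these data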;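 further: plate controls were DMSO with full reaction for no effect and wells lacking NADH for full effect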
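System: Diaphorase enzyme from Clostridium kluyveri | Amount: Enzyme working solution with 0.14 U/mL diaphorase | Benchmarks: No-NADH positive control and DMSO neutral control | Signal: Fluorescence of resorufin formed from resazurin, Ex 544/Em 590 nm | Schedule: 16-min room-temperature incubation before reading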
PMI act – increases human mannose-6-phosphate isomerase activity. purified human PMI, coupled resazurin fluorescence, 20 min; hits give high values; 1 = vehicle control, 0 substrate-free wells. activation factor at 20 µM. P34949. actives 0.005% (n = 190,000);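 active means activation factor of 2 or more at 20 µM, relative to plate controls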
TNAP inh noacc – TNAP (human) inhibition, acceptor-free conditions; purified TNAP, CDP-star luminescence, 30 min; inhibition, % at 20 µM; actives 0.26% (n = 200,000);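 active means tissue-nonspecific alkaline phosphatase inhibition above about 50% at 20 µM in the single-dose screen, limit read from the data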;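 further: 0% = DMSO negative control and 100% = EDTA positive control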
Diaph act CS – diaphorase activation or chemical reduction counter-screen; Diaphorase/resazurin coupled assay, resorufin fluorescence, 16 min; hits give high values; 1 = vehicle wells, 0 = NADH-free wells; activation factor at 20 µM; actives 0.005% (n = 190,000); AID 1229;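 active means diaphorase activity raised at least twofold by the compound at 20 µM; inactive means activation factor below 2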
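System – purified diaphorase enzyme from Clostridium kluyveri · Input – enzyme 0.07 U/mL final · Also added – final NADH 0.114 mM, resazurin 0.1 mM · Measured by – fluorescence of resorufin, 544 nm excitation, 590 nm emission · Timing – 16 min enzyme reaction, ambient temperature · Measure – resorufin increase flagging diaphorase activators or reducers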
The depositor's hits bear a star. Some of the compounds tested; rates above refer to the full screens.

[1] O=C(Cc1ccccc1)N1CCN(Cc2ccccn2)CC1
[2] CN(C)CCOC(=O)c1cn(Cc2ccccc2)c2ccccc12
[3] CC(=O)NC(Cc1ccc(N(CCCl)CCCl)cc1)C(=O)O (configuration not stated)
[4] Fc1ccccc1N1CCN(Cc2c(F)cccc2F)CC1
[5] O=C1CCN(C(=O)CCCn2c(=O)oc3ccccc32)CC1
[6] O=c1c2ccccc2nc(N2CCCC2)n1-c1ccc(Cl)cc1
[7] O=C(C1CC(=O)N(c2ccc(F)c(Cl)c2)C1)N1CCC2(CC1)OCCO2 (configuration not stated)
[8] CCC(COC(=O)c1cc(OC)c(OC)c(OC)c1)(c1ccccc1)N(C)C (configuration not stated)
assay / compound	1	2	3	4	5	6	7	8
G6PDH CS	0	-3	0	1	2	20	12	17
FLuc act counter	1	1.1	1	1	1	1	1.1	1
HMGR II inh	1	-5	-6	-2	4	-7	-1	9
TNAP act hi DEA	1	1	1.1	1	1	1	1.1	1
TNAP inh hiacc	-4	-4	-6	-3	-4	-4	-6	2
PMI act satM6P	1.1	0.9	1.4	1	1.1	0.9	1	1.2
Diaphorase inh	5	14	10	15	8	15	8	14
PMI act	1.1	0.9	1.3	0.8	1	0.9	0.9	1.2
TNAP inh noacc	-13	-7	-5	-12	-14	-7	-7	-3
Diaph act CS	1	0.9	0.9	0.8	0.9	0.9	0.9	0.9

[9] COc1ccc(CC(=O)N2CCN(C)CC2)cc1OC
[10] O=P(NC(c1ccccc1)c1ccccc1)(Oc1ccccc1)Oc1ccccc1
[11] O=C(O)C1(c2ccc(Cl)cc2)CCC1
[12] CN1CCc2nc3ccc(F)cc3c(C(N)=O)c2C1
[13] COc1ccc2cc(C(=O)C3CCCN(C4CCOCC4)C3)ccc2c1 (configuration not stated)
[14] CCOc1ccc(-n2c(O)c(C=Nc3ccc(N4CCOCC4)cc3)c(=O)[nH]c2=O)cc1
[15] N#Cc1ccc(NC(=O)CN2CCCC2)cc1Cl
[16] COc1ccccc1CN1CCN(Cc2ccc(Cl)cc2)CC1
assay / compound	9	10	11	12	13	14	15	16
G6PDH CS	0	-6	16	4	12	3	3	0
FLuc act counter	1.1	1	1.1	1	1.1	1	1	1
HMGR II inh	-8	-1	4	-4	-1	3	4	1
TNAP act hi DEA	1	1	1	1	1.1	1	1	1.1
TNAP inh hiacc	-3	-4	-1	3	-8	-2	-4	-6
PMI act satM6P	1	1	0.9	1	1	0.7	1	1
Diaphorase inh	15	10	16	4	12	11	5	9
PMI act	0.9	1	0.9	1	1	0.9	1	1
TNAP inh noacc	-7	-9	-12	-7	-12	18	-14	-13
Diaph act CS	0.9	0.9	0.8	1	0.9	0.9	0.9	0.9

[17] O=C(COc1ccc(Br)cc1)N1CCN(Cc2ccncc2)CC1
[18] Cc1nc2ccc(N3CCN(C)CC3)cc2nc1C
[19] Cc1cc(NC(=O)COC(=O)c2c(C)nn(Cc3ccccc3Cl)c2Cl)no1
[20] CC(=O)Nc1ccc(OC(=O)N(C)C)cc1
[21] CCOc1ccc(C2SCC(=O)Nc3c2c(=O)[nH]n3C2CCCCCC2)cc1 (configuration not stated)
[22] COc1cc(Cn2c(N)c(C(=O)NCc3ccco3)c3nc4ccccc4nc32)cc(OC)c1OC
[23] NCCc1c[nH]c2ccccc12
[24] O=C1NC(=O)C(=Cc2ccc(N3CCOCC3)o2)C(=O)N1
assay / compound	17	18	19	20	21	22	23	24
G6PDH CS	3	2	-2	2	2	25	-7	10
FLuc act counter	1.1	0.8	1	1	1.1	1	1	0.9
HMGR II inh	-2	-7	-8	0	5	-1	-11	-4
TNAP act hi DEA	1	1	1	1	1	1.1	1	0.6
TNAP inh hiacc	-5	-2	3	-2	-4	-5	5	40
PMI act satM6P	0.9	0.6	1	1	0.9	0.9	1	0.8
Diaphorase inh	24	11	2	7	3	2	10	8
PMI act	0.8	0.9	0.9	1	0.9	0.9	1	1
TNAP inh noacc	-11	-8	-5	-9	-9	6	-2	36
Diaph act CS	0.8	0.9	1	0.9	1	1	0.9	0.9

[25] Nc1cccc(N=Cc2c(O)n(Cc3ccc(F)cc3)c(=O)[nH]c2=O)c1
[26] CN1CCN(c2cccc3c2C(=O)c2ccccc2C3=O)CC1
[27] Cc1ccccc1C1=NCC(=S)Nc2ccc(Cl)cc21
[28] CN1CCC(N2CC3CC(C2)c2cccc(=O)n2C3)CC1 (configuration not stated)
[29] C=CCn1c(=O)c(C=Nc2c(OC)cccc2[N+](=O)[O-])c(O)n(CCCC)c1=O
[30] Cc1nn(Cc2ccccc2)c(C)c1C(=O)OCC(=O)NCc1ccco1
[31] CC(=O)OC1C2CCC1C(N1CCCC1)CC2 (configuration not stated)
[32] CN1C2CCC1CC(OC(=O)c1cc(Cl)cc(Cl)c1)C2 (configuration not stated)
assay / compound	25	26	27	28	29	30	31	32
G6PDH CS	5	-9	6	0	-8	2	-5	15
FLuc act counter	1.1	1	1	1.1	1	1	1	1
HMGR II inh	0	-2	10*	-6	-1	-3	2	-2
TNAP act hi DEA	1	0.9	1	1	1	1	1	1
TNAP inh hiacc	1	12	1	-5	-4	0	-3	3
PMI act satM6P	0.6	0.9	1	0.8	1.2	0.9	1.1	0.9
Diaphorase inh	17	0	6	3	26	5	6	6
PMI act	0.9	1	0.9	0.9	1.2	1	1	0.9
TNAP inh noacc	2	18	3	-13	-2	-3	-8	2
Diaph act CS	0.8	1	0.9	1	0.7	1	0.9	0.9

[33] COc1ccc(Br)cc1CN1CCN(CCO)CC1
[34] Cc1cc(OC(=O)c2ccco2)c2c3c(c(=O)oc2c1)CCC3
[35] CN(CC(=O)Nc1ccccc1-c1ccccc1)C1CCCCC1
[36] CC(NCc1ccccc1C(F)(F)F)C(O)c1ccccc1 (configuration not stated)
[37] O=C(Cn1ncc2c3ccccc3n(Cc3ccc(F)cc3)c2c1=O)N1CCC2(CC1)OCCO2
[38] CS(=O)(=O)NCc1nnc2n1-c1ccc(Cl)cc1C(c1ccccc1)=NC2
[39] COc1ccc(CN2C(=O)NC(=O)/C(=C\c3ccc(OC)c(OC)c3OC)C2=O)cc1
[40] CCCCn1c(O)c(/C(CC)=N/N2CCCCC2c2cccnc2)c(=O)[nH]c1=S (configuration not stated)
assay / compound	33	34	35	36	37	38	39	40
G6PDH CS	6	-1	-3	9	1	-4	3	5
FLuc act counter	1.1	1	1.1	1	1.1	1	1.1	1.1
HMGR II inh	-5	1	0	-4	0	0	-3	-6
TNAP act hi DEA	1.1	1	1.1	1	1	1	1	1.1
TNAP inh hiacc	-6	-3	-5	0	-5	0	-3	-5
PMI act satM6P	1.1	1	0.9	1.1	0.9	1	1	0.9
Diaphorase inh	18	9	22	-22	22	6	20	24
PMI act	1	1.1	1	1.1	1	1	1.1	1
TNAP inh noacc	-12	-9	-8	4	-3	-4	-9	-14
Diaph act CS	0.8	0.9	0.8	1.2	0.8	0.9	0.8	0.8

[41] CSc1ccc(CN2CCN(C(=O)COc3cccc(C)c3)CC2)cc1
[42] O=c1[nH]c(=S)n(CCC2=CCCCC2)c(O)c1C=NCc1cccnc1
[43] Cc1ccc(-c2nc3ccccc3c(=O)n2-c2cccc(O)c2)cc1
[44] Cc1cccc(CN2CCN(CC(=O)N3CCC4(CC3)OCCO4)C2=O)c1
[45] CCOC(=O)C1CCN(/C=C2/C(=O)NC(=S)N(c3ccccc3F)C2=O)CC1
[46] OC(c1ccccc1)(c1ccccc1)C1CN2CCC1CC2 (configuration not stated)
[47] CCOC(=O)c1nsnc1NCCCl
[48] O=C(CCN1CCCCC1)NCC(=O)Nc1ccc(Br)cc1C(=O)c1ccccc1
assay / compound	41	42	43	44	45	46	47	48
G6PDH CS	2	4	11	8	1	15	8	4
FLuc act counter	1	1	1	1.1	1.1	1.1	1	1
HMGR II inh	-5	-2	-9	-4	-2	-8	0	0
TNAP act hi DEA	1	1	1.1	1	1	1.1	1	1
TNAP inh hiacc	-5	0	-6	-5	-3	-6	-2	-1
PMI act satM6P	0.9	0.9	0.8	1	1	1.1	0.9	1
Diaphorase inh	10	7	26	11	13	17	12	-3
PMI act	0.9	0.9	0.9	1.1	1	1	0.9	1
TNAP inh noacc	-5	1	-10	-16	-5	-8	-6	-2
Diaph act CS	0.9	0.9	0.7	0.9	0.9	0.8	0.9	1

[49] CC1CN=C(NC(C)c2ccccc2)S1 (configuration not stated)
[50] COc1ccccc1CN1CCN(C(=O)Cc2ccccc2)CC1
[51] CCCCCc1nc2ccccc2c(=O)n1-c1ccccc1[N+](=O)[O-]
[52] O=C1NC(=O)N(CCNc2ncc(C(F)(F)F)cc2Cl)C(=O)C1Cc1ccc(Cl)cc1 (configuration not stated)
[53] CCOc1ccc(N2C(=O)NC(=O)/C(=C\c3cc(OC)c(OC)cc3[N+](=O)[O-])C2=O)cc1
[54] COc1ccc(C(=O)C2CCCN(C3CSCCSC3)C2)cc1OC (configuration not stated)
[55] CCCCCc1cc(O)c2c3c(c(=O)oc2c1)CN(C)CC3
[56] NCCCP(=O)(O)CCc1ccccc1
[57] Cc1ccc(C2N(c3ccccn3)C(=O)C3CCCN32)o1 (configuration not stated)
[58] Clc1ccc2c(c1)C(c1ccccc1Cl)=NCc1nnc(Br)n1-2
assay / compound	49	50	51	52	53	54	55	56	57	58
G6PDH CS	5	2	8	4	10	13	7	0	8	9
FLuc act counter	1	1	1	1.1	1	1.1	1.1	1	1.1	1
HMGR II inh	3	-2	-5	-5	-2	-3	0	0	-7	0
TNAP act hi DEA	1	1	1	1	1	1	1	1.1	1	1
TNAP inh hiacc	-1	-3	2	1	-2	-5	-2	-9	-5	-3
PMI act satM6P	1	1.1	0.9	1	0.6	0.9	1	0.9	0.9	0.9
Diaphorase inh	9	21	25	3	20	20	-15	12	12	16
PMI act	1	1.1	0.9	1.1	0.9	0.9	0.9	1	1	0.9
TNAP inh noacc	-3	-9	1	6	-15	-6	-4	-13	-18	-7
Diaph act CS	0.9	0.8	0.8	1	0.8	0.8	1.2	0.9	0.9	0.8

Full records, quoted from the list. Order of values: G6PDH CS	FLuc act counter	HMGR II inh	TNAP act hi DEA	TNAP inh hiacc	PMI act satM6P	Diaphorase inh	PMI act	TNAP inh noacc	Diaph act CS
CC(=O)OC1C2CCC1C(N1CCCC1)CC2 (configuration not stated) is listed as -5	1	2	1	-3	1.1	6	1	-8	0.9
Clc1ccc2c(c1)C(c1ccccc1Cl)=NCc1nnc(Br)n1-2 is listed as 9	1	0	1	-3	0.9	16	0.9	-7	0.8
CC1CN=C(NC(C)c2ccccc2)S1 (configuration not stated) is listed as 5	1	3	1	-1	1	9	1	-3	0.9

Bioassay records (PubChem)
